Compound activity deposited in PubChem by National Center for Advancing Translational Sciences (NCATS).
Vif-APOBEC3G blk = blocks the Vif interaction with human APOBEC3G | Potency, µM (top dose mostly 46.1 µM), for inactives: at the top dose activity, negative = active, most hits filed as inhibitors | HeLa A3G-eYFP + Vif (tagged APOBEC3G with the HIV-1 protein that degrades it), YFP fluorescence, overnight | 0.076% of 410,000 active;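 also: potency is read from the fitted curve at half-maximal effect; % is scaled to controls: 0 for no effect and ±100 for the full control effect; nearly all actives have a fitted effect of over 60% in size; hits raise eYFP signal because A3G escapes Vif-driven loss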
Target sequence (Q9HC16 whole entry, looked up): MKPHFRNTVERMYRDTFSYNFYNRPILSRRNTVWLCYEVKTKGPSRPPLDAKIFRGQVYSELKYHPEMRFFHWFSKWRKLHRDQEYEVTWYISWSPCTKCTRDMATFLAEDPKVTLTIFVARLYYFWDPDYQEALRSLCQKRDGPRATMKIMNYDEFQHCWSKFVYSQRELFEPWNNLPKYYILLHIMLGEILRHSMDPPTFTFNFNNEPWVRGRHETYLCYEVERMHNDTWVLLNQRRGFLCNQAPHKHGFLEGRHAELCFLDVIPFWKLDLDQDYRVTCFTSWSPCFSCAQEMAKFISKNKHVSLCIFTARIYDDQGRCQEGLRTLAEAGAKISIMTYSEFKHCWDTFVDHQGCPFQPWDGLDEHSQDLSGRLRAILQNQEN
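Read-out is eYFP fluorescence (Ex 488/Em 500-530) from Vif-expressing HeLa A3G-eYFP cells; more signal means A3G escaped Vif-mediated degradation. Cells plated overnight, compound pinned in, incubated overnight at 37 deg C.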
D1 potentiator = potentiators of human D1 dopamine receptor | HEK293 TREx D1 cells, calcium flux, dopamine EC20 potentiation | potentiation, % at 10 µM | 0.036% of 360,000 active; in the data active = potentiation above about 30%; also: 0% is about no effect
RXFP1 agonist = agonists of human relaxin receptor RXFP1; Q9HBX9; HEK293T-RXFP1 cAMP TR-FRET, 30 min; response scale: percent of porcine relaxin response, buffer zero; Potency, µM (titrated, usually from 57.5 µM), for inactives: at the highest dose activation, hits mostly activators; 0.3% of 370,000 active; also: potency is read from the fitted curve at half-maximal effect; % is scaled to controls: 0 for no effect and ±100 for the full control effect; nearly all actives have a fitted effect of over 60% in size; many of its hits are not listed in these tables
Target sequence (Q9HBX9 whole entry, looked up): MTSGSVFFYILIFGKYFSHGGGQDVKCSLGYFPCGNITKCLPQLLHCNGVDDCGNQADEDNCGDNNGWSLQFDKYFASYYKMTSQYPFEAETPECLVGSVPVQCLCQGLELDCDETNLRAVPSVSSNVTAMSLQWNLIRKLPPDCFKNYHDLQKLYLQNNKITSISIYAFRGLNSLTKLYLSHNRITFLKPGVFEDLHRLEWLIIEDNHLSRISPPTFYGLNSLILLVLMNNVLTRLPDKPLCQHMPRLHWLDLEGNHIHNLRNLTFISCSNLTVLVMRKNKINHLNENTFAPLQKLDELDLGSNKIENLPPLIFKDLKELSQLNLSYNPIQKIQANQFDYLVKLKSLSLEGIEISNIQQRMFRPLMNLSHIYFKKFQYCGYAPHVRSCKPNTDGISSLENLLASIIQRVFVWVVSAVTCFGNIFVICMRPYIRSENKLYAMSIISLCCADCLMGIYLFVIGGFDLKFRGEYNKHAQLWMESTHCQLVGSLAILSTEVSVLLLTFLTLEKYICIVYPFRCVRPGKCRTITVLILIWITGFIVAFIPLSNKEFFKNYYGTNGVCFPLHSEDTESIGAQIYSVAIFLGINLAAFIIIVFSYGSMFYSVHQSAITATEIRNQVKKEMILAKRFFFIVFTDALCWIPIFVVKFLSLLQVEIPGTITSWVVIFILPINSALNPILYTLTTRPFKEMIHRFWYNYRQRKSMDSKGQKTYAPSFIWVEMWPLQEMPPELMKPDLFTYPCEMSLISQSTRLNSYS
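HEK293 cells stably expressing RXFP1, treated 30 min at 37C with compounds plus PDE4 inhibitor Ro 20174; cAMP measured by HTRF TR-FRET. Normalized to buffer and 29 nM porcine relaxin; EC50 by Hill fit.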
Vif-A3F inh = Vif-A3F binding inhibition | HeLa A3F-eYFP + Vif (tagged APOBEC3F with the HIV-1 protein that degrades it), YFP fluorescence increase | Potency, µM (series often up to 46.1 µM), inactives show at the highest dose activity, negative = active | 0.2% of 390,000 active; also: potency is read from the fitted curve at half-maximal effect; % of control where 0% means no effect; nearly all actives have a fitted effect of over 65% in size
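Fluorescence increase (Ex 488/Em 500-530) after overnight compound treatment at 37 deg C flags inhibition of Vif-driven A3F-eYFP loss in stable HeLa A3F-eYFP/Vif cells seeded overnight beforehand.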
D2 potentiator = positive allosteric modulators of human D2 dopamine receptor | HEK293 T-REx D2, calcium flux, EC20 dopamine potentiation | potentiation, % at 10 µM | 0.34% of 340,000 active | AID 485347 | P14416;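 active = potentiation over 3 SD above the plate norm, cut at about 30% in these data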; also: 0% is about no effect
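Cells plated with tetracycline inducer and held overnight at 30 C; calcium dye loaded 30–90 min at room temperature; baseline taken, compound added and read 180 s; EC20 dopamine then added and read 180 s.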
D1 antagonist = human D1 dopamine receptor antagonism | P21728 | HEK293 TREx D1 cells, calcium flux, dopamine EC80; stronger effect = lower value | activity change, negative = inhibition, % at 10 µM | 3.2% of 360,000 active; in the data active = activity change below about -30%; also: % is scaled to controls: 0 for no effect and ±100 for the full control effect
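Inducible Hek293 Trex D1 cells (tetracycline, overnight, 30 C). Calcium dye 30–90 min RT. Antagonist mode: EC80 dopamine added after 180 s compound read.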
D1 agonist = human D1 receptor agonism; P21728; HEK293 T-REx D1 cells, calcium flux, agonist mode; activation, % at 2 µM; 1% of 360,000 active; in the data active = activation above about 30%; also: 0% is about no effect
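Inducible HEK293 T-REx D1 cells, force-coupled to calcium signalling, were plated at 4000 cells/well with tetracycline and held overnight at 30 C. After no-wash calcium dye loading, compound-evoked calcium rise over 180 s flagged agonists.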
RXFP1 antag = RXFP1 (human) relaxin receptor antagonism | HEK293-RXFP1, relaxin-stimulated cAMP HTRF, 30 min; stronger effect = lower value | activity change, negative = inhibition, % at 57.5 µM | 0.59% of 350,000 active;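 active = activity change of -60% or lower, but not beyond a set lower limit; inconclusive = change between -60% and -40%, or beyond the set limit; inactive = change above -40%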; also: % is scaled to controls: 0 for no effect and ±100 for the full control effect
GRP78 ERSR act = ER stress response induction in glioma; 0.02% of 420,000 active; Potency, µM, for inactives: at the highest dose activation, hits mostly activators; U87-MG GRP78 promoter luciferase reporter, 16 h; also: potency is read from the fitted curve at half-maximal effect; series mostly up to about 76 µM; % of control where 0% means no effect; nearly all actives have a fitted effect of over 35% in size
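Stably transfected U87-MG human glioma cells carrying a GRP78-based luminescent sensor were seeded at 1000 cells/well, pin-dosed with compounds and incubated 16 h. Luciferase reagent was then added, and end-point luminescence was read after 10 min at room temperature.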
Numbers without * were called inactive; ? = inconclusive; nt = no result given; & = joins results of further samples. Unless noted, calls follow the shape of the dose curve; as a rule, active = well fitted curve in the direction sought with a large enough effect; inconclusive = small, poorly fitted or top-dose-only effect, or another doubt; inactive = no such curve, though single readings can be large; an effect the other way counts as inactive or inconclusive. A portion of the library; rates above refer to the full screens.

SMILES | Vif-APOBEC3G blk | D1 potentiator | RXFP1 agonist | Vif-A3F inh | D2 potentiator | D1 antagonist | D1 agonist | RXFP1 antag | GRP78 ERSR act
Cc1ccnc(NS(=O)(=O)c2ccc(NC(=O)C(C)(C)Oc3ccc(Cl)cc3)cc2)n1 | -0.2% | -4.1 | 2.4% | 0.7% | 0.8 | -1.4 | 3.5 | -5.9 | -1.9%
COc1ccc(CCNC(=O)C2CCN(S(=O)(=O)N3CCCCC3)CC2)cc1OC | 0.6% | -1.2 | 0.1% | 1.8% | -5.9 | -13.4 | 2.8 | nt | -5.7%
CC(=O)c1cnc2c(-c3ccccc3)cnn2c1C | -9.0% | -1.0 | -4.5% | -1.5% | 3.0 | -4.7 | 6.4 | -2.7 | 14.5%
Cn1c(=O)oc2cc(S(=O)(=O)NCCN3CCN(c4ccccc4F)CC3)ccc21 | -3.2% | -10.3 | 1.9% | -2.0% | -24.5 | -75.2* | 2.4 | 3.2 | -2.5%
CCCCOc1ccccc1C1NC(=O)NC(C)=C1C(=O)OCCOCC (centres undefined) | 0.6% | -3.5 | 6.8% | -9.0% | 1.4 | 4.9 | 1.3 | -7.4 | -6.7%
Cc1nnc(SCC(=O)Nc2ncc(S(=O)(=O)c3ccc([N+](=O)[O-])cc3)s2)s1 | 2.0% | -1.5 | 4.1% | -20.0% | 4.5 | 11.0 | 0.9 | -9.5 | 1.2%
CCCS(=O)(=O)N1CCC(C(=O)Oc2ccc(OC)cc2)CC1 | 1.9% | -1.1 | -1.5% | 2.7% | 10.5 | -23.0 | -1.3 | 6.1 | -2.7%
CC1CCN(S(=O)(=O)c2cc3c4c(c2)C(C)C(=O)N4CCC3)CC1 (centres undefined) | 2.2%&-1.2% | -1.5&2.5 | -0.9%&2.0% | 2.6%&4.4% | 11.1&14.3 | 7.9 | 0.4&-4.1 | 5.8&-9.5 | -3.0%&-4.1%
CC1CCCCN1C(=O)Cc1ccc(F)cc1 (centres undefined) | 0.0% | -6.3 | 0.6% | -0.4% | 1.4 | 3.1 | 3.2 | 0.7 | -3.5%
O=C(Cc1cccc(F)c1)Nc1ccc2c(c1)CCC2 | -1.6% | -3.0 | -0.4% | 6.2% | nt | -4.6 | 1.5 | -13.7 | 5.5%
O=[N+]([O-])c1ccccc1S(=O)(=O)NCCSc1ccccc1 | 0.9% | -7.3 | -0.1% | -9.6% | 3.4 | 0.0 | 2.6 | 13.7 | 3.3%
CC(=O)N(C)c1ccc(NS(=O)(=O)c2cccc3nsnc23)cc1 | 2.5% | -2.5 | 3.3% | 14.4% | 15.2 | 5.0 | 6.7 | -2.5 | -3.4%
Cc1cccc(OCC(=O)NC2CCCc3ccccc32)c1C (centres undefined) | 1.8% | 0.8 | 0.4% | ? | -7.0 | -1.3 | 3.8 | -35.1 | -2.5%
CN1C2C=C3C(C#N)=C(N)C(C#N)(C#N)C(c4ccc(Br)cc4)C3C1CC2 (centres undefined) | -10.5% | 3.2 | 0.2% | 0.4% | -6.3 | 4.8 | 5.9 | -29.6 | -2.2%
COc1ccc(OCCn2c(N)nc3ccccc32)cc1 | -6.2% | -3.9 | -0.2% | 1.4% | 2.6 | -15.2 | 18.8 | 6.1 | -1.5%
CC(CNC(=O)c1ccc2nc(CCc3ccccc3)oc2c1)c1ccccc1 (centres undefined) | 1.3% | -1.9 | -2.1% | 2.9% | -6.9 | -8.5 | 21.1 | -17.0 | -3.1%
O=C(c1ccc2c3n(nc2c1)-c1ccc(Cl)cc1CO3)N1CCCCC1 | -0.8% | 1.6 | -3.5% | 1.3% | -4.9 | -11.7 | 10.9 | nt | -0.5%
COc1ccc(C(=O)Nc2cc(C)nn2-c2cccc(F)c2)cc1 | -10.6% | 5.2 | 2.2% | -1.4% | 13.0 | 7.4 | 0.7 | -4.6 | -6.5%
N=c1n(Cc2ccccc2)c2ccccc2n1CC(O)c1ccco1 (centres undefined) | -0.2% | -11.2 | -0.7% | -12.6% | -1.0 | -0.9 | 4.0 | -1.5 | -1.7%
Clc1nc2c(-c3ccccc3)nnn2c2ccccc12 | -7.7% | 5.2 | 26.7% | -4.3% | 9.0 | -15.0 | 4.8 | -0.1 | 6.6%
Cc1c(NC(=O)CCSc2ccc(Cl)cc2)c(=O)n(-c2ccccc2)n1C | -0.3% | -3.3 | 0.5% | -3.2% | 1.6 | -17.3 | 5.6 | -10.0 | -7.1%
CCn1c(=O)c(C(=O)CN(C)CC(=O)Nc2cccc(F)c2)c(N)n(Cc2ccccc2)c1=O | -7.1% | nt | nt | -7.6% | nt | nt | nt | -0.4 | -8.5%
CCOC(=O)C1CCCN(CC(=O)Nc2c(C(=O)OC)[nH]c3ccccc23)C1 (centres undefined) | 2.3% | 4.5 | 1.3% | -5.5% | nt | -19.6 | 2.4 | 14.9 | 0.4%
COc1ccc(C(=O)C2CCCN(Cc3cccn3-c3ccccn3)C2)c(OC)c1 (centres undefined) | 6.9% | -2.0 | 1.9% | 17.4% | -2.5 | -23.7 | 17.1 | -12.8 | -2.6%
Cc1cccc(N2CCN(C(=O)CCS(=O)(=O)c3ccc(Br)cc3)CC2C)c1 (centres undefined) | -5.7% | -1.8 | -1.5% | -12.6% | nt | -9.1 | 6.7 | 2.6 | 0.3%

The results go on:
SMILES | Vif-APOBEC3G blk | D1 potentiator | RXFP1 agonist | Vif-A3F inh | D2 potentiator | D1 antagonist | D1 agonist | RXFP1 antag | GRP78 ERSR act
COc1ccc(Cl)c(OC)c1C(=O)NC(=O)Nc1nc(C)nc(C)n1 | -7.8% | 1.7 | 1.8% | 1.8% | nt | -21.5 | 4.7 | -2.8 | -3.1%
O=C(COC(=O)c1cncc(Br)c1)Nc1nc(-c2ccc(F)cc2)cs1 | 0.3% | 6.2 | 5.2% | -15.1% | 13.7 | 21.4 | 1.2 | -8.5 | -0.3%
Nc1nnnn1/N=C/c1ccccc1OCc1ccccc1 | -13.6% | -6.2 | -1.0% | -1.9% | nt | -6.9 | -0.5 | -10.2 | -3.3%
COc1ccc(N2CCN(c3oc(COc4ccccc4Cl)nc3C#N)CC2)cc1 | 2.1% | -1.7 | 3.5% | -6.1% | -18.8 | -14.3 | 0.7 | 17.1 | -1.8%
COc1ccc([N+](=O)[O-])cc1N(CC(=O)N1CCN(Cc2ccccc2)CC1)S(C)(=O)=O | -1.6% | -7.5 | 0.0% | 0.4% | 3.6 | 7.8 | -1.7 | -12.7 | -7.0%
CN=C(Nc1cc(C)nn1CCC#N)c1ccc(F)cc1 | 0.3% | -2.4 | -0.2% | -5.1% | -3.1 | -6.7 | 1.8 | 20.4 | -2.6%
COc1cc(NC(=O)c2cccc3c2C(=O)N(C2CCCCC2)C3)cc(OC)c1 | -7.2% | 0.8 | 0.3% | -0.8% | 16.8 | 17.2 | -1.7 | nt | -1.7%
CC(C)[C@]1(c2ccc(Cl)cc2)ON(c2ccccc2C(F)(F)F)C1=O | nt | -2.3 | 4.3% | nt | -0.6 | nt | 3.0 | nt | nt
S=C(c1ccc(N2CCOCC2)cc1)N1CCOCC1 | -0.3% | -1.0 | 0.0% | 3.1% | nt | 0.3 | 3.2 | 20.3 | -3.2%
Cc1nnc(NC(=O)CSc2nnc3c(n2)[nH]c2ccccc23)s1 | -2.0% | 0.1 | 1.7% | 0.4% | -2.5 | -13.4 | -0.7 | -21.2 | -3.2%
O=C(CSc1ccc2nnc(-c3ccncc3)n2n1)NCC1CCCO1 (centres undefined) | 0.4% | -4.2 | ? | 0.3% | 11.5 | -11.4 | 2.9 | nt | -6.3%
C#CCOCCOCCOCCNc1nc(N2CCN(C(=O)CCCCCCCCCCNC(=O)Cn3cc(C[C@@H](C)O)nn3)CC2)nc(N2CCN(C(=O)CCCCCCCCCCNC(=O)[C@@H]([C@H](C)CC)n3cc(CCCCCN)nn3)CC2)n1 | ? | -1.6 | 2.4% | -0.5% | 4.0 | 15.8 | 1.2 | nt | -11.1%
O=C1CC(c2nc3ccccc3n2Cc2c(F)cccc2Cl)CN1c1cccc(C(F)(F)F)c1 (centres undefined) | nt | -4.8 | -0.6% | nt | -4.4 | -2.1 | 4.1 | -1.7 | nt
O=C(CN1C(=O)NC(c2ccccc2)(c2ccccc2)C1=O)N1CCCCC1 | -2.3% | nt | nt | -28.7% | nt | nt | nt | -5.7 | -3.5%
COc1ccc2cc(C3CC(c4cccs4)=NN3C(C)=O)c(Cl)nc2c1 (centres undefined) | -1.9% | -5.3 | -2.3% | 17.2% | 8.8 | -0.1 | 7.4 | 11.6 | -2.5%
Cc1ccc(C)c(NC(=O)Cc2nc(CCl)cs2)c1 | -1.0% | -7.4 | 0.4% | 0.1% | 1.4 | -9.2 | 1.5 | nt | 2.2%
OCC1(CCc2ccccc2)CCN(Cc2ccc3nsnc3c2)CC1 | -2.5% | -5.9 | 24.9% | 2.7% | -25.8 | -86.0* | 1.6 | -14.2 | -2.1%
Cc1csc(NC(=O)CCC(=O)N(CC(=O)NC2CCCC2)c2ccccc2)n1 | 3.0% | -2.9 | -0.2% | -5.9% | 6.5 | -4.7 | 7.4 | -31.4 | -1.2%
N#Cc1cc2[nH]c3ccccc3c2[n+](-c2ccc([N+](=O)[O-])cc2)c1N | 3.5% | 2.8 | -0.7% | -2.0% | nt | -18.9 | 2.2 | -1.3 | 10.0%
Cc1ccc(NC(=O)CNC(=O)Cn2cnc3sc(C)c(C)c3c2=O)cc1F | -1.3% | 1.8 | 6.0% | -6.2% | -6.6 | -6.6 | 3.4 | -15.6 | -3.9%
CCS(=O)(=O)c1nc(S(=O)(=O)c2ccc(Cl)cc2)c(NCc2ccccn2)s1 | -1.3% | -3.5 | 10.5% | -13.0% | 11.1 | 7.5 | 5.6 | -0.7 | -3.6%
O=C(NCC1CCCO1)c1cccc(S(=O)(=O)Nc2ccc(SC(F)F)cc2)c1 (centres undefined) | -0.9% | nt | 2.1% | 2.6% | 2.1 | 12.5 | 9.7 | -3.1 | -5.0%

Among those listed so far, 2 contain a CF3 group.
SMILES | Vif-APOBEC3G blk | D1 potentiator | RXFP1 agonist | Vif-A3F inh | D2 potentiator | D1 antagonist | D1 agonist | RXFP1 antag | GRP78 ERSR act
CC(C)[C@]1(c2ccc(Cl)cc2)ON(c2ccccc2C(F)(F)F)C1=O | nt | -2.3 | 4.3% | nt | -0.6 | nt | 3.0 | nt | nt
O=C1CC(c2nc3ccccc3n2Cc2c(F)cccc2Cl)CN1c1cccc(C(F)(F)F)c1 (centres undefined) | nt | -4.8 | -0.6% | nt | -4.4 | -2.1 | 4.1 | -1.7 | nt
